# Screens deposited in PubChem BioAssay by National Center for Advancing Translational Sciences (NCATS).
# ALOX12 inh: ALOX12 (human) lipoxygenase inhibition | P18054 | purified 12hLO, xylenol orange hydroperoxide absorbance | Potency, µM (series often up to 108 µM), inactives show at the highest dose activity change, negative = inhibition, actives largely listed as inhibitors | 1.1% of 580,000 active | AID 1671190; active = well fitted inhibition curve with a large enough effect; inconclusive = small, poorly fitted or top-dose-only effect, or another doubt; inactive = no such curve, though single readings can be large or run the other way
# Target sequence (P18054 whole entry, looked up): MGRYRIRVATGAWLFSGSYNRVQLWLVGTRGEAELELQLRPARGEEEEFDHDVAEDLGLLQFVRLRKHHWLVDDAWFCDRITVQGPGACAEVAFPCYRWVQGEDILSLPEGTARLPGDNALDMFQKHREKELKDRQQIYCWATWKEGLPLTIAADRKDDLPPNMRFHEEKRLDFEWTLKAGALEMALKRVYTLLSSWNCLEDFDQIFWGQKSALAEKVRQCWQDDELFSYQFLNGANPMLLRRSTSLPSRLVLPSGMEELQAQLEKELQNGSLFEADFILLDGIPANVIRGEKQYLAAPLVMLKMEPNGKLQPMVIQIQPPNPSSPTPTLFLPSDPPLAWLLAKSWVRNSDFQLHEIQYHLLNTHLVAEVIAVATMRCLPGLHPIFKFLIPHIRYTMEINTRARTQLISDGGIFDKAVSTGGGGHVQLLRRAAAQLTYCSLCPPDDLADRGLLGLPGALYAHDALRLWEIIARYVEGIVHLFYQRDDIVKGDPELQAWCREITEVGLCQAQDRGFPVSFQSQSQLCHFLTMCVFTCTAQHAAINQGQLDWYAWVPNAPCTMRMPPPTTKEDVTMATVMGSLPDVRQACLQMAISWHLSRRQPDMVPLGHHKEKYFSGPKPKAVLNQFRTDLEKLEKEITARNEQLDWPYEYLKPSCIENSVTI
#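 Purified human 12hLO at 150 nM in 25 mM Hepes, 0.01% Triton X-100, pH 7.0, preincubated 15 min at room temperature with compound. Reaction started with 40 uM arachidonic acid, 30 min at room temperature. Hydroperoxide measured by Fe-xylenol orange, 573/405 nm absorbance ratio.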
# The depositor's hits bear a star; ? = inconclusive; & = joins results of further samples; [ ] = remark or other dose. % is set by controls: 0 for no effect and ±100 for the full control effect; potency is the fitted concentration of half-maximal effect. An excerpt (hit frequency here may not be typical).
SMILES,ALOX12 inh
O=C(CNC(=O)c1ccccn1)Nc1cccc2c(=O)[nH][nH]c(=O)c12,19%
CC(=O)N1Cc2ccccc2OC2(CCN(C(=O)Cc3ccc(O)cc3)CC2)C1,11%[6.33 µM]
O=C(NC1CCN(Cc2ccc(F)cc2)CC1)c1cccs1,?
CCC(CC)NC(=O)/C=C/c1ccc(Cl)cc1,15%
CCn1cc(CN2CCc3ccccc3C2)ccc1=O,72%[activator]
Cc1nc2ccc(C(=O)OCC(=O)NC3CC3)cc2nc1C,-7%
Cc1cc(C)cc(NC(=O)N2CC(C(=O)N(C)C)C3(CCOCC3)C2)c1 (stereo not drawn),29%
CC(C)C/C=C(\C=O)c1ccccc1,14%[176 µM]
O=C(C1CCCN(c2nc(-c3ccccc3)nc3c2CCC3)C1)N1CCNCC1 (stereo not drawn),38%[activator]
CC(NC(=O)CCc1ncc(-c2ccc(F)cc2F)o1)c1ccc2c(c1)NC(=O)CO2 (stereo not drawn),?
CCOc1ccccc1C(=O)N1CCN(c2cc(-c3cccs3)[nH]n2)CC1,7%
Cc1cccc(NC(=O)CSCn2nnc3c(=O)[nH]c(Cc4ccc(F)cc4)nc32)c1C,?
O=C(Cn1nc(N2CCN(c3ccccc3)CC2)ccc1=O)Nc1ccccc1F,-3%
Cc1ccccc1CC(=O)NCc1nnc2ccc(-c3ccccc3)nn12,-6%
Cc1ccc(NC(=O)N2CCC(n3c(C)cnc3C3CCOCC3)CC2)cc1C,21%
Cc1cccc(CNC(=O)C2CCN(C(=O)c3ncn4c3COC(c3ccc(F)cc3)C4)CC2)c1 (stereo not drawn),33%
CCNC(=O)N(C1CC1)C1CCOC2(CCN(C(=O)Cc3ccccc3F)CC2)C1 (stereo not drawn),26%
O=c1c(-c2ccc(Cl)cc2)nc2cnc(Nc3ccccc3)nc2n1C1CC1,0%
Cc1noc([C@@H]2CN(C3CCCC3)C[C@H]2CO)n1,43%[activator]
Cc1ccc(CNC(=O)N2CCCC(C(F)(F)F)C2)cc1 (stereo not drawn),?
COc1ccc(C(=O)NC2CCN(c3cc(-c4ccccc4)[nH]n3)C2)cc1F (stereo not drawn),18%
COC(=O)c1cc2n(n1)CCCN(C(=O)c1ccc(OC)nc1OC)C2,71%[activator]
O=C(O)/C=C/c1nccs1,52%[activator]
COc1ccccc1CC(=O)NC(C)C(=O)N1CCN(c2ccccn2)CC1 (stereo not drawn),1%
COc1ccc(F)cc1S(=O)(=O)N1CCCC(Cn2c(C)nc3cccnc32)C1 (stereo not drawn),?
Cc1noc(C)c1-c1cc2cc(CN(C)C)oc2c(NCc2ccccc2)n1,-14%[176 µM]
COc1ccc2oc(=O)c(-c3nc(-c4nonc4N)no3)cc2c1,?
CC(C)(C)C(=O)Nc1ccc(-c2csc(NCc3ccco3)n2)cc1,?
COc1cc(/C=C/c2nc(C#N)c(NCCCn3ccnc3)o2)cc(OC)c1OC,18%
FC(F)(F)c1ccc(/C=N/Nc2c(Cl)cc(Cl)cc2Cl)cc1,?
COc1ccccc1C(=O)N1CCC(n2c(=O)[nH]c3ccccc32)CC1,-17%
O=C(c1ccn[nH]1)N1CC(F)(F)C[C@H]1c1nc(C2CC2)no1,75%[activator]
O=C(NCc1ccncc1)[C@@H]1C[C@@H](c2ccc(F)cc2)N(Cc2ccccc2)C1,26%[176 µM]
CC1=C[C@@H](CNC(=O)Nc2ccccc2)[C@H](C(C)C)C[C@H]1CC(=O)NCc1cccnc1,14%[176 µM]
CNc1nc2cnc(Nc3cccc(OC)c3)cc2n1Cc1ccc(OC)c(OC)c1,-2%
COc1cccc(CN2CCC(N3Cc4cnc(C)n4C3=O)CC2)c1,1%[176 µM]
O=C(NCc1ccccn1)c1ccc(CN2C(=O)NC3(CCS(=O)(=O)CC3)C2=O)cc1,82%[activator]
Cn1cccc1C(=O)N1CC[C@H](CO)[C@H](NC(=O)C2CC2)C1,30%
COc1ccccc1C(=O)Nc1ccc(-c2nc3cc(C)ccc3o2)cc1,-22%
c1ccc(CN2CCNc3cc(-c4cccnc4)ncc3C2)cc1,16%[176 µM]
CCOC(=O)N/N=C(/C)c1ccc([N+](=O)[O-])o1,7%[57.4 µM]
COc1ccc(OC)c(S(=O)(=O)N2CCC(C(=O)N3CCCCCCNC(=O)CC3)CC2)c1,25%
COCCNC(=O)[C@H]1C[C@H](Oc2cccnc2)CN1C(=O)c1cccs1,37%[activator]
CCCc1noc(-c2cccn3c(CNC(=O)C4CCCCC4)nnc23)n1,64%[activator]
CCCn1c(C)cnc1CC1CCN(C(=O)c2cnc(C)cn2)CC1,19%
CCCNC(=O)C1COC2(CCN(C(=O)c3cccc(F)c3)CC2)N1C(=O)c1cccc(OC)c1 (stereo not drawn),6%
Cc1ccc(Cn2c(C3CCN(C(=O)Cc4cccc(F)c4)CC3)n[nH]c2=O)cc1,10%
O=C(NCCc1ccc(Cl)cc1)C12CC3CC(CC(C3)C1)C2,?
CC(C)c1cccc(-c2nc3c(Nc4ccccc4)nccc3[nH]2)c1,-5%
O=C1[C@@H]2C[C@@H](O)CN2C2(CN(Cc3ccccc3)C2)C(=O)N1Cc1cccc(Cl)c1,?

# As entered above:
# Under ALOX12 inh, COCCNC(=O)[C@H]1C[C@H](Oc2cccnc2)CN1C(=O)c1cccs1 has 37%[activator]
# Under ALOX12 inh, CCCn1c(C)cnc1CC1CCN(C(=O)c2cnc(C)cn2)CC1 has 19%
# Under ALOX12 inh, CCCNC(=O)C1COC2(CCN(C(=O)c3cccc(F)c3)CC2)N1C(=O)c1cccc(OC)c1 (stereo not drawn) has 6%

# More compounds:
SMILES,ALOX12 inh
CCOc1ccc(NC(=O)N2c3ccccc3CC2c2noc(C3CCOCC3)n2)cc1 (stereo not drawn),27%
COc1cc(-c2nc3c(c(=O)[nH]c(=O)n3Cc3ccccc3)n2C)ccc1OCc1ccccc1,13%
CCCCCCCOc1ccc(C(=O)O)cc1,13%
CCn1ccc(C(=O)N2CCn3c(nnc3[C@@H]3C[C@@H](O)CN3Cc3ccccc3)C2)n1,25%
COCCn1ncc(N2CCCC(CC(=O)NCCc3c[nH]c4ccccc34)C2)cc1=O (stereo not drawn),?
Cn1c(CN2CCN(c3ccccc3NC(=O)Nc3ccccc3)CC2)nc2ccccc21,-28%
NC(N)=NC(N)=Nc1ccc(Br)cc1,4%&5%
O=C(NCc1ccc(F)cc1)c1cc(-c2cnccc2Cl)c2cccn2n1,?
Cc1ccc(-c2nnc(C3CN(C(=O)Cc4ccc(F)cc4)CC34CCOCC4)o2)cc1 (stereo not drawn),5%
CCn1cc(C(=O)N2CCN(C)CC2c2ccccc2)c2ccccc21 (stereo not drawn),71%
CCn1c(=O)c2sccc2n(CC(=O)N(C)c2ccccc2)c1=O,6%
CC(C)(C)C(=O)N1CCC(c2nnc(Cn3cncn3)n2C2CC2)CC1,0%
Cc1ccc2nc3n(c2c1)[C@@H](CNCc1ccc(C(=O)O)cc1)COC3,5%[176 µM]
CN(C)CCn1nnnc1SCc1ccc(OCc2ccccn2)cc1,-1%
Cc1ccccc1C(=O)NNC(N)=S,13%
COc1ccc(NC(=O)CCOc2cc(C)ccc2C)cc1Cl,-23%
Cc1nc2cc(NC(=O)[C@@H]3C[C@@H](Sc4ccccn4)CN3Cc3ccc(F)cc3F)ccc2s1,33%
CCCCCC/C=C\CCCCCCCc1cccc(O)c1C(=O)O,12%
Cc1ccc(-c2cc(C(=O)N3CCCC3c3nncn3C(C)C)[nH]n2)cc1 (stereo not drawn),-1%
O=C(Cn1cccc1-c1nc(-c2ccccc2)no1)NCc1ccc(F)cc1Cl,-25%
CC(Sc1ncccn1)C(=O)c1ccc(F)cc1 (stereo not drawn),?
O=C(NC[C@H]1O[C@H](Cc2cc(COc3ccccc3)on2)CC[C@@H]1O)c1ccccc1,37%[activator][176 µM]
Fc1ccc(Cc2nc3nccc(-c4cccnc4)n3n2)cc1,33%[activator]
O=C(c1cccc(Cl)c1)N1CCC(c2nn(-c3ccc(F)cc3)c(=O)[nH]2)CC1,?
CCCCCNc1ncnc2c1CN(C1CCNCC1)C(=O)CN2C,?
COc1ccc(-n2ccnc2CN2CCCC(O)(CO)C2)cc1 (stereo not drawn),27%
CC(C)Oc1ccc(C(CC(=O)O)NC(=O)c2ccc(C(C)(C)C)cc2)cc1 (stereo not drawn),?
O=C(c1cccs1)N1CCC(Cc2nc(C3CCOCC3)no2)CC1,22%
O=C(N[C@H]1CCN2C(=O)c3ccccc3NC(=O)[C@@H]2C1)c1cnccn1,6%[176 µM]
COc1cc(/C=N/NC(=O)CNc2cccc(C(F)(F)F)c2)ccc1OC(=O)c1ccccc1F,4%
Cc1ccc(-n2ccc3nc(N4CCCC4)ncc3c2=O)cc1C,?
O=C1C(OCC2CC2)C2(CCCCC2)N1C1CCNCC1 (stereo not drawn),29%
Cc1nc2ccc(C(=O)OCC(=O)NC3CCCC3)cc2nc1C,28%
Cc1ccc(S(=O)(=O)NCC2CCN(C(=O)C(=O)c3cccs3)CC2)cc1,-10%
COc1ccc2[nH]c3c(c2c1)CCNC31CCN(C(=O)c2ccco2)CC1,37%
CC(C)=CC1C(C(=O)Nc2ccc(C)cc2C)C1(C)C (stereo not drawn),?
O=C(CCc1cc2n(n1)CCCNC2)Nc1ccc2c(c1)OCCO2,-6%
CC(C)(O)CCc1cccc(C(=O)NCC(O)c2ccncc2)c1 (stereo not drawn),1%
O=C(NCCc1ccccc1F)NC1CC1,2%
CCOc1cc2c(cc1CNC(=O)c1cc(S(N)(=O)=O)ccc1Br)OC(C)C2 (stereo not drawn),4%

# A stretch of the results above, as a working copy:
SMILES,ALOX12 inh
O=C(NCCc1ccccc1F)NC1CC1,2%
CCOc1cc2c(cc1CNC(=O)c1cc(S(N)(=O)=O)ccc1Br)OC(C)C2 (stereo not drawn),4%

# Next entries.
SMILES,ALOX12 inh
CCN(C(=O)c1ccc2[nH]c(C)c(C)c2c1)C1CCS(=O)(=O)C1 (stereo not drawn),-3%
CNC(=O)C(C)Cn1ccnc1-c1cccc(CN(C)C)c1 (stereo not drawn),7%
Cc1noc(-c2cccc(OC3CN(C(=O)NCC(C)C)C3)c2)n1,39%[activator]
O=C(Nc1cccc(-c2nc3ccccc3o2)c1)c1ccccc1Br,-6%
Cc1cccc(NC(=O)CSCc2cc(=O)n3oc(C)cc3n2)c1,-5%
Cc1ccc(-c2nnc([C@H]3CCN(Cc4ncc[nH]4)C3)o2)cc1,84%[activator][176 µM]
Cc1ccc(OCC(=O)Nc2ccc3oc(-c4cccnc4)nc3c2)cc1,24%
NC1CCN(Cc2ccc(-c3nc(CCn4cccn4)cc(=O)[nH]3)cc2)CC1,-7%
COc1ccc(CN[C@@H]2C=C[C@@H](c3c(C)nn(-c4ccc(OC)cc4)c3C)C2)cc1,39%[activator][176 µM]
CN(CC1CCOCC1)C(=O)CCc1ccccc1,4%
COc1ccc(C2Cn3nnc(-c4noc(CCc5ccccc5)n4)c3CO2)cc1 (stereo not drawn),16%
CN(Cc1cccc(F)c1)S(=O)(=O)c1cccc2nsnc12,36%
CCCC(=O)N1CCCN(C(C)C(=O)Nc2ccc(F)c(F)c2)CC1 (stereo not drawn),-4%
CN1CCCCC(NC(=O)c2cccc(C(F)(F)F)c2)C1=O (stereo not drawn),1%
CCN(CC)CCCNC(=O)C(=O)Nc1ccc2cc[nH]c2c1,2%
CN(Cc1ccccc1F)C1CCc2ccccc21 (stereo not drawn),53%&13%[activator][176 µM]
c1ccc(CN2CCC3(CC2)CC(c2cccnc2)=NO3)cc1,46%&94%[activator][176 µM]
CC(C)C(=O)Nc1ccc(C(=O)Nc2ccc(Cl)cn2)cc1,-8%
CN1CCC(N2CCN(S(=O)(=O)c3ccccc3F)CC2)C1=O (stereo not drawn),3%
O=C(NCc1cccc(CN2CCOCC2)c1)c1cc2ccccc2oc1=O,-19%

# Ordered by the number under ALOX12 inh (highest first): some entries from above
SMILES	ALOX12 inh
CN(Cc1cccc(F)c1)S(=O)(=O)c1cccc2nsnc12	36%
CN1CCCCC(NC(=O)c2cccc(C(F)(F)F)c2)C1=O (stereo not drawn)	1%
CCCC(=O)N1CCCN(C(C)C(=O)Nc2ccc(F)c(F)c2)CC1 (stereo not drawn)	-4%
O=C(NCc1cccc(CN2CCOCC2)c1)c1cc2ccccc2oc1=O	-19%

# (listing goes on)
SMILES,ALOX12 inh
FC(F)(F)c1ccccc1-c1nccc(NCCN2CCOCC2)n1,?
c1ccc(Nc2cc3c(cn2)CN(Cc2ccsc2)CCN3)cc1,10%[176 µM]
Cc1ccc(CN(CC(=O)N2CCOCC2)S(=O)(=O)c2ccc(Cl)cc2)cc1,?
CCCCc1ccc(NC(=O)Cn2ccn3nc(-c4ccc(F)cc4)c(CO)c3c2=O)cc1,7%
Cc1cccc(-c2nn3c(=O)cc(N4CCN(C(=O)COc5ccccc5Cl)CC4)nc3s2)c1,2%
CN(C)c1ccc(NC(=O)c2ccc(C(C)(C)C)cc2)cc1,?
COc1ccc(NC(=O)Cn2c(N(C)Cc3ccccc3)nc(C)cc2=O)cc1Cl,9%
Cc1[nH]c2ccccc2c1C1c2ccccc2C(=O)N1CC(=O)NCC(N)=O (stereo not drawn),-1%
c1cncc(-c2nccc(NCc3cccs3)n2)c1,20µM*
Cc1ncsc1C1N(C2CCN(Cc3ccccc3)CC2)C(=O)C12CCCC2 (stereo not drawn),16%
CCN(CC)CCNC(=O)c1nc(-c2ccc3cc[nH]c3c2)no1,?
O=C(O)COCC(=O)N[C@H]1CCN2C(=O)c3cc(-c4ccsc4)ccc3NC(=O)[C@H]12,-1%[176 µM]
CN1CC(=O)N(C2CCNCC2)Cc2c1ncnc2N1CCC(O)CC1,?
